# Artemis endo inh = blocks endonuclease activity of human Artemis. Q96SD1. recombinant Artemis, quenched FAM hairpin cleavage fluorescence. inhibition, % at 10 µM. hit rate 0.78% among 30,000;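 active = at 10 µM dose, at least 30% inhibition, measured as corrected fluorescence normalized to stimulator and neutral control wells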
# Target sequence (Q96SD1 whole entry, looked up): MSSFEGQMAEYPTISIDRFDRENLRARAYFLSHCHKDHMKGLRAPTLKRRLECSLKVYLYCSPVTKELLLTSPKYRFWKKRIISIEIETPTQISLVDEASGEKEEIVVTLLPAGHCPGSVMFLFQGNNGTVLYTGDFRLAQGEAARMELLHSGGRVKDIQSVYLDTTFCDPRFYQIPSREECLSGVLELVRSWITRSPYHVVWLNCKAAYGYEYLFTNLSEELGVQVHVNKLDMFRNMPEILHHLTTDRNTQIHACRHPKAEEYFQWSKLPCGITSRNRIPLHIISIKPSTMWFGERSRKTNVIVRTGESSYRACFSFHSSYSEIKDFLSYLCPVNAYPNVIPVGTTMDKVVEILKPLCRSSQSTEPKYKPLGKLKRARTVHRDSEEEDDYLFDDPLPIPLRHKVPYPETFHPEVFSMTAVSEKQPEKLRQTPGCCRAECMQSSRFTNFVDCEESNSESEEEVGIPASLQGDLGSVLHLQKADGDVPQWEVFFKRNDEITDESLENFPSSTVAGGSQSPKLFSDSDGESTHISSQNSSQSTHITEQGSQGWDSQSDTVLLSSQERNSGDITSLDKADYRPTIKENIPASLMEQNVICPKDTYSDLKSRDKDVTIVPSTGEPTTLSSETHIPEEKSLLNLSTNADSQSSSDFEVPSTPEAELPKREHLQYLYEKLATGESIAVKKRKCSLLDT
# Starred values were filed as active, the others as inactive.
structure,Artemis endo inh
O=C(O)C1CCCN1S(=O)(=O)c1ccc(Br)s1 (centres undefined) (tested in a mixture with another compound),-8.2
Cc1cc(O)c(C=Nc2ccc(Cl)cn2)c(=O)o1,2.6
CN(C)C(=O)CCc1nc(-c2ccc(C(C)(C)C)cc2)no1,0.4
Cc1csc(SCC(=O)Nc2nc(-c3ccccc3)cs2)n1,9.3
COc1ccc2nc(NC(=O)CCc3nc(-c4ccccc4F)no3)sc2c1,3.5
ClC(=C\c1ccccc1)/C=N/N1CCN(c2ccccn2)CC1,-1.2
Nc1cc(C2CCCC2)nn1-c1ccccc1,-3.6
COC(=O)c1nnn(-c2nonc2N)c1CN1CCc2ccccc21,8.0
CCOC(=O)C(=CNCC(=O)OC)C(=O)OCC,0.2
COC(=O)c1oc2ccccc2c1-n1cccc1,-7.1

# Pulled one by one from the entries so far:
structure,Artemis endo inh
ClC(=C\c1ccccc1)/C=N/N1CCN(c2ccccn2)CC1,-1.2
Cc1csc(SCC(=O)Nc2nc(-c3ccccc3)cs2)n1,9.3
COc1ccc2nc(NC(=O)CCc3nc(-c4ccccc4F)no3)sc2c1,3.5
Cc1cc(O)c(C=Nc2ccc(Cl)cn2)c(=O)o1,2.6

# Other structures follow.
structure,Artemis endo inh
CCCNC(=O)c1ccc(CN2CCc3ccccc3C2)cc1,-10.6
CC1(c2ccc(Cl)cc2Cl)OCC(Cn2ccnc2)O1 (centres undefined),6.1
O=C(c1cccc(F)c1)N1CCN(C(=O)c2nn3cccnc3c2Cl)CC1,4.6
Cc1ccc(C(C[N+](=O)[O-])n2nc(C)cc2C)cc1 (centres undefined),2.2
COCc1[nH]nc2c1C(c1ccccc1OC)C(C#N)=C(N)O2 (centres undefined),-5.6
O=S(=O)(NC1CCCCC1)c1ccc(Br)cc1,-0.8
c1ccc(Cn2ccnc2-c2ccco2)cc1,0.5
COc1ccc(C2=NNC(c3cccs3)=Nc3ccc(OC)cc32)cc1,-3.0
COC(=O)C1=C(N)Oc2cc(C)n(CC3CCCO3)c(=O)c2C1c1ccccc1OC (centres undefined),1.9
CCOP(=O)(c1ccccc1)C1(O)CCCCC1 (centres undefined),-5.9
Cc1ccc(NC(=S)NCc2ccc3c(c2)OCO3)c(C)c1,5.3
COc1ccc(C)cc1S(=O)(=O)N(CC(=O)O)c1ccccc1,20.1
OCc1nn2c(c1Br)NC(c1ccccc1)CC2C(F)(F)F (centres undefined),18.5
CC(C)(C)OC(=O)N1CCC(C(=O)N[C@H](Cc2ccccc2)C(=O)O)CC1,7.3
Oc1c(C=Nc2cccnc2)sc2ccccc12,-3.8
COc1ccccc1CNS(=O)(=O)c1ccc2[nH]cc(C(=O)O)c(=O)c2c1,-0.5
CSc1nc(Oc2ccc(C)cc2)cc(C(F)(F)F)n1,-3.1
Cc1ccc(S(=O)(=O)NCCC(=O)O)cc1,2.2
CN(c1ccccc1C(=O)N1CCOCC1)S(C)(=O)=O,-14.6
O=CN1CCN(C2CC(=O)N(c3ccc(Br)cc3)C2=O)CC1 (centres undefined),-2.9
COC(=O)c1ccccc1Sc1c(/C=N/OC(=O)c2ccccc2)c(C(F)(F)F)nn1C,-0.8
CCOC(=O)Cc1csc(NC(=O)COc2ccc3ccccc3c2)n1,15.8
CC(C(=O)Nc1ccc(S(=O)(=O)N2CCOCC2)cc1)N(c1ccccc1)S(C)(=O)=O (centres undefined),-9.4
COc1ccc(C(=O)OC2CCN(C)CC2)cc1,-4.3
Cc1cccc(NC(=O)N[C@@H](C)C(=O)O)c1,1.0
COc1cc(-c2nc(S(=O)(=O)c3ccc(Cl)cc3)c(N(C)C)o2)cc(OC)c1OC,-3.0
COc1cc(NC(=O)CSc2nnc(C)s2)cc(OC)c1OC,-8.3
Cc1cccn2c(=O)c3cc(C(=O)NCC4CCCO4)c(=N)n(Cc4cccnc4)c3nc12 (centres undefined),4.1
COc1cccc(C(=O)CSc2nnc(CNS(=O)(=O)c3ccc(C)cc3)n2C)c1,3.8
CCOc1cc(CN2CCN(C(=O)CC(C)C)CC2)ccc1OC,-6.3
CCOc1nc(CC)nc(NC(=O)NS(=O)(=O)c2ccccc2Cl)n1,-5.1
COc1cccc(-n2ccnc2SCC(=O)Nc2cc(OC)ccc2OC)c1,6.9
Cc1ccc2cc(CCNC(=O)c3ccc(Br)o3)c(=O)[nH]c2c1,3.7
Cc1ccn2cc(CCNC(=O)CC(C)(C)C)nc2c1,-1.1
Cc1ccccc1C(=O)c1c[nH]c(C(=O)NCCCn2ccnc2)c1,-10.8
CC[C@@H](C(=O)n1nc(C)cc1C)[C@H](NS(=O)(=O)c1ccc(C)cc1)c1ccccc1,0.3
C=CCOc1ccc(C2N3CC4(C)CN2CC(CCC)(C3)C4=O)cc1 (centres undefined),3.7
O=C1CC(c2ccco2)Cc2nc(NCC3CCCO3)ncc21 (centres undefined),5.5
COc1ccc(/C=N/NC(=O)c2ccn[nH]2)cc1COc1ccc(F)cc1,2.7
CCC(C)NC(=O)c1ccccc1NC(=O)COc1ccc(OC)cc1 (centres undefined),1.9
CC(=O)c1cc(NC(=O)c2ccc(C)cc2)c(=O)oc1/C=C/N(C)C,-8.6
COC(=O)c1sc(OC)cc1OCc1ccc(C)cc1,2.7
COc1ccc(OC)c2[nH]c(=O)c(CCNS(=O)(=O)c3ccccc3)cc12,-4.9
CCN1C(=S)SC(=O)C1=C1C=C(C)N(Cc2ccco2)C(C)=C1,9.5
COC(=O)c1c(C)oc2ccc(OC(=O)c3cccs3)cc12,6.3
COc1ccc(CC(=O)Nc2ccc(-c3cn4ccc(C)cc4n3)cc2)cc1,-3.0
CN1CC=C2C(C#N)=C(N)C(C#N)(C#N)[C@H](c3ccoc3)[C@H]2C1,-15.0
Cc1ccc(-n2ncc3c(Nc4cccc(C(=O)O)c4)ncnc32)cc1,1.1
O=P(Cc1cc[n+]([O-])cc1)(c1ccccc1)c1ccccc1,8.4
Cc1ccc(/C=c2\sc3nc(-c4ccco4)nn3c2=O)o1,11.1

# The list continues:
structure,Artemis endo inh
Cc1c(C(Nc2ccccn2)c2ccccc2)c(=O)n(-c2ccccc2)n1C (centres undefined),-0.7
O=c1[nH]c(SCc2nc3c(cnn3-c3ccccc3)c(=O)[nH]2)nc2ccccc12,0.0
O=C1c2ccccc2-c2c1cccc2C(=O)N1CCCCC1,-5.7
COc1cc(S(=O)(=O)n2nnc3ccccc32)c(OC)cc1Cl,8.5
COc1ccc(N2CCN(C(=O)NC3CCCCC3)CC2)cc1,-4.2
Cc1cc(C(C)(C)C)oc1C(=O)Nc1ccc(CC(=O)O)cc1,-0.2
CCC1(C)Cc2c(sc3nc(SC)n(Cc4ccccc4)c(=O)c23)CO1 (centres undefined),6.6
COc1cccc(CN(C(=O)c2ccco2)C(C(=O)NC2CCCC2)c2cccnc2)c1 (centres undefined),-1.7
O=c1c(N2CCOCC2)nsnc1N1CCOCC1,-8.9
CC1S/C(=N/N=C/c2ccco2)NC1=O (centres undefined),-7.0
CCn1c(-c2cc(OC)c(OC)c(OC)c2)n[nH]c1=S,4.1
CC(C)(C)c1[nH]nc2c1C(Cc1ccccc1)C(C#N)=C(N)O2 (centres undefined),-2.1
CC(C)Oc1cccc(C(=O)NC(=S)Nc2cccc(C(F)(F)F)c2)c1,0.1
CCOC(=O)C1CCN(C(=O)CC(NS(=O)(=O)c2ccc(OC)cc2)C(C)C)CC1 (centres undefined),2.0
COc1ccc(N2CCN(Cc3cc(=O)oc4cc(C)c(Cl)c(C)c34)CC2)cc1,-0.2
CN=c1scc(-c2ccc(Br)cc2)n1C,-0.9
COc1ccc(N(C(=O)c2ccco2)C(C(=O)NC2CCCC2)c2ccc(N(C)C)cc2)cc1OC (centres undefined),-1.9
NC(=O)C1c2ccccc2CSc2ccccc21 (centres undefined),-7.8
O=C(CN1CCN(c2ccccn2)CC1)Nc1ccccc1,-0.9
Cc1noc(C)c1S(=O)(=O)N1CCC(C(=O)NCCN2CCC(C)CC2)CC1,-1.6
COCc1cc(C)c2c(N)c(C#N)sc2n1,-3.9
CCn1c(SCC(=O)OC)nnc1-c1ccncc1,-8.3
COc1ccc(CC(=O)Nc2cccc(-c3nnc(-c4ccco4)o3)c2)cc1,11.2
COc1ccccc1Nc1nc(-c2ccc([N+](=O)[O-])cc2)nc2ccccc12,1.0
Cc1nn(-c2ccccc2)c2c1C(=O)NC(=O)C(C)(C)C2,3.8
NC(=S)c1cc2ccc(O)cc2oc1=O,3.3
O=C(c1cccc(OC(F)F)c1)N1CCN(c2ncccn2)CC1,-4.4
CC(=O)c1cc(C#N)c(SCC(=O)OC(C)(C)C)nc1C,-4.6
COc1cc(C)nc(NS(=O)(=O)c2ccccc2)n1,-6.3
Cc1csc(=Nc2ccc(S(=O)(=O)N3CCOCC3)cc2)n1Cc1ccco1,16.1
Cc1cc(C)c2nc(SCCC#N)nc(C)c2c1,5.0
CCn1c(COc2ccccc2)nc2ccccc21,5.0
C=CCNC(=O)C1CCN(S(=O)(=O)c2ccc(Br)cc2)CC1,-5.8
CCCCN1C(=O)N(C)C2C1N(C)C(=O)N2CCCC (centres undefined),-7.9
CCCCOc1[nH]c2nc(-c3ccco3)n(Cc3ccco3)c(=N)c2c1C#N,16.3
C[C@@H](NC(=O)c1coc(=O)c(Br)c1)c1ccccc1,3.6
CCOC(=O)Cc1csc(NC(=O)CSc2nnnn2-c2ccc(CC)cc2)n1,1.0
O=C(NCc1ccco1)C1CCN(Cc2ccc(F)cc2)CC1,-2.2
Cc1ccc(C)c(OC(=O)c2ccncc2)c1,2.5
Cc1cc(N2CCN(C(=O)c3ccco3)CC2)n2ncc(-c3ccccc3)c2n1,11.7
COc1cc2c(cc1OC)/C(=C/C#N)NC(C)(C)C2,-7.9
N#Cc1cccc(NC(=O)Nc2cccs2)c1,0.2
Cc1ccc(Oc2ccc(Cl)cc2NC(=O)c2cnccn2)cc1,8.2
COc1cccc(C(=O)c2c[nH]c(C(=O)NCc3ccco3)c2)c1,-6.6
O=C(CSc1nc(-c2ccccc2)cc(=O)[nH]1)Nc1ccccn1,3.2
Cc1ccc(SCc2cn3cccnc3n2)cc1,-8.4
Cn1cnc2cc(NS(=O)(=O)c3ccc(Br)cc3)ccc21,2.2
CCN1C(=O)CC(N2CCN(c3ccc(Cl)cc3)CC2)C1=O (centres undefined),-13.1
CC(=O)N(C)c1ccc(NC(=S)Nc2ccccc2)cc1,-6.1
O=C1CC(Sc2nnnn2-c2ccccc2)C(=O)N1c1cccc(Cl)c1 (centres undefined),2.0

# Next part
structure,Artemis endo inh
O=C(NCc1ccccc1)C1COc2ccccc2O1 (centres undefined),-5.1
CCOCC(=O)Nc1nnc(Cc2ccc(OC)cc2)s1,3.8
CCOC(=O)C(Cc1c[nH]c2ccccc12)NC(=O)c1ccco1 (centres undefined),3.0
CCOC(=O)c1oc2c(O)c(O)ccc2c(=O)c1-c1nncn1-c1ccccc1,2.8
CCCc1cc(=O)oc2cc(OCC(=O)Nc3ccc4c(c3)OCCO4)ccc12,10.6
O=C(Nc1ccccn1)c1cccc(S(=O)(=O)N2CCOCC2)c1,-6.8
O=C(CN(C(=O)CCC(=O)Nc1nccs1)c1ccc(F)cc1)NCC1CCCO1 (centres undefined),-9.2
Cc1cc(C)nc(N2CCC(CNC(=O)CCc3ccccc3)CC2)n1,-10.3
CC(C)C(c1nnnn1CC1CCCO1)N1CCN(Cc2ccc3c(c2)OCO3)CC1 (centres undefined),20.5
COc1cc(C2C(C(C)=O)=C(O)C(=O)N2c2ccc(C)cc2)ccc1O (centres undefined),-7.9

# Four of the compounds above, as labelled records.
O=C(NCc1ccccc1)C1COc2ccccc2O1 (centres undefined)
  Artemis endo inh: -5.1
CCOCC(=O)Nc1nnc(Cc2ccc(OC)cc2)s1
  Artemis endo inh: 3.8
CCOC(=O)C(Cc1c[nH]c2ccccc12)NC(=O)c1ccco1 (centres undefined)
  Artemis endo inh: 3.0
CCOC(=O)c1oc2c(O)c(O)ccc2c(=O)c1-c1nncn1-c1ccccc1
  Artemis endo inh: 2.8

# Remaining list, next part
structure,Artemis endo inh
CCOC(=O)c1c(C)nc2c(C#N)cnn2c1C,-6.4
COc1ccc(OCc2n[nH]c(=S)o2)cc1,3.5
COc1ccc(C(c2nnnn2C2CCCC2)N2CCC(C)CC2)cc1 (centres undefined),-0.2
C=CCn1nnc2sc3c(c2c1=O)CCC(C)C3 (centres undefined),1.2
CCOc1c(C)cc2[nH]c(CCC(=O)O)nc2c1C,-3.6
CC(C)C(c1nnnn1Cc1ccc(F)cc1)N1CCN(Cc2ccc3c(c2)OCO3)CC1 (centres undefined),-0.9
Cc1ccc(S(=O)(=O)N2CCOCC(=O)NCCOCCNC(=O)COCC2)cc1,4.0
Cc1ccc(-n2c(C)cc(C(=O)OCC(=O)N(C)C3CCS(=O)(=O)C3)c2C)cc1 (centres undefined),-8.7
Cc1onc(-c2ccccc2)c1C(N)=O,3.1
O=C(CCC(=O)N1CCN(S(=O)(=O)c2ccc(Cl)cc2)CC1)NC1CCCc2ccccc21 (centres undefined),-3.3
O=c1cc(CO)oc(CN2CCN(Cc3ccccc3)CC2)c1O,4.0
Cc1ccccc1C(=O)NC(=S)Nc1ccc(S(=O)(=O)N(C)c2ccccc2)cc1,-0.3
O=C(COC(=O)c1cc(=O)[nH]c2ccccc12)NC(=O)NC1CCCCC1,9.4
Cc1cc(NCCN2CCOCC2)n2nc(C)c(-c3ccc(Cl)cc3)c2n1,-3.1
CN1CCN(C2=CC(=O)OC23CCCCC3)CC1,-2.7

# A portion of the library. The share of hits here may be higher or lower than overall.
